# Screening results as filed in PubChem.
# HT1080-NT tox: qHTS for induction of synthetic lethality in tumor cells producing 2HG: qHTS for the HT-1080-NT fibrosarcoma cell line; 360,000 tested, 1.6% active; AID 686970, 2013; Potency, µM (doses to about 46.1 µM), for inactives: at the top dose activity, negative = less viability, actives largely listed as cytotoxic; HT-1080-NT fibrosarcoma viability, CellTiter-Glo ATP luminescence, 48 h;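 also: NT is the 2HG producing partner of a matched IDH1 knockdown line; potency is read from the fitted curve at half-maximal effect; 0% = DMSO-treated cells and -100% = media-only wells without cells; nearly all actives have a fitted effect of over 55% in size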
#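 Viability by CellTiter-Glo luminescence after 48 h compound exposure at 37C of HT-1080-NT cells (750/well, RPMI, 5% FBS). % activity scaled between DMSO wells and medium-only wells, then curve-fitted and categorized by curve class.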
# HT1080 IDH1KD tx: qHTS for induction of synthetic lethality in tumor cells producing 2HG: qHTS for the HT-1080-IDH1KD cell line. HT-1080 IDH1 knockdown viability, ATP luminescence, 48 h. Potency, µM (doses to about 46.1 µM), without a hit: top-dose activity, negative = toxicity, most hits filed as cytotoxic. 360,000 tested, 2% active. AID 686971, 2013;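 also: potency is read from the fitted curve at half-maximal effect; 0% = DMSO wells and -100% = cell-free medium wells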
#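 Knockdown cells (IDH1KD HT-1080) received compounds 2 h after plating at 750 cells/well and were kept 48 h at 37 °C in 5% FBS RPMI. A CellTiter-Glo luminescence read gave % activity for curve fitting.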
# HepG2 viability: qHTS for Inhibitors of TGF-b: Cytotox Counterscreen; 410,000 tested, 0.76% active; Potency, µM (doses to about 46.1 µM), for the others: at the highest dose activity change, negative = cytotoxicity, actives largely listed as cytotoxic; HepG2 CAGA-GFP viability, ATP luminescence, 18 h; also: potency is read from the fitted curve at half-maximal effect; some results filed as inactive show a strong effect at the top dose
#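 CellTiter-Glo luminescence gave cytotoxicity after 18 hours at 37 degrees C. The cells were HepG2 CAGA-GFP in 1% FBS DMEM, stimulated with 500 pg/mL TGF-beta after compound addition. %Activity was normalised to no-cell wells (complete cell-killing) and DMSO (no toxicity), and curves were fitted and classified.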
# ATXN viability: Viability Counterscreen for Primary qHTS for Inhibitors of ATXN expression; S2 cells (HEK-293 line with an ATXN2-luciferase reporter) viability, CellTiter-Fluor protease fluorescence, 24 h; Potency, µM (series often up to 56.7 µM), hits mostly cytotoxic; 400,000 tested, 0.49% active; also: potency is read from the fitted curve at half-maximal effect; nearly all actives have a fitted effect of over 40% in size
# SW480 rereplic: A quantitative high throughput screen for small molecules that induce DNA re-replication in SW480 colon adenocarcinoma cells. 340,000 tested, 1.8% active. SW480 DNA re-replication, Hoechst DNA content imaging, 48 h. Potency, µM (titrated, usually from 46.1 µM), inactives show at the top dose re-replication activation, actives largely listed as activators. AID 624297, 2012; also: potency is read from the fitted curve at half-maximal effect; % of control where 0% means no effect; nearly all actives have a fitted effect of over 55% in size
#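 Treated cells incubate 48 hr (37 C, 5% CO2), are stained 40 min with Hoechst, and nuclear fluorescence is enumerated; a rise in nuclei with high DNA signal marks re-replication.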
# KB-3-1 tox: qHTS assay for MDR1-selective chemotherapeutics: Primary screen using the parental adenocarcinoma cell KB-3-1. Potency, µM (top dose mostly 46.1 µM), for the others: at the highest dose activity change, negative = cytotoxic, usual class: cytotoxic. KB-3-1 viability, CellTiter-Glo ATP luminescence, 72 h. 400,000 tested, 1.4% active; also: potency is read from the fitted curve at half-maximal effect; % is scaled to controls: 0 for no effect and ±100 for the full control effect; nearly all actives have a fitted effect of over 60% in size
#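 Cytotoxicity measured as CellTiter-Glo luminescence after 72 h at 37 C. Compound titrations were pinned onto drug-naive KB-3-1 parental adenocarcinoma cells grown in DMEM with 10% FBS, and normalized data fitted to concentration-response curves.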
# MCF10A rereplic: A quantitative high throughput screen for small molecules that induce DNA re-replication in MCF 10a normal breast cells | Potency, µM (highest dose often 46.1 µM), for inactives: at the highest dose activity, positive = re-replication, hits mostly activators | MCF 10A DNA re-replication, Hoechst nuclear intensity, 48 h | 350,000 tested, 2.9% active; also: potency is read from the fitted curve at half-maximal effect; % of control where 0% means no effect; nearly all actives have a fitted effect of over 50% in size
# IL1B secr inh: qHTS for Inhibitors of Inflammasome Signaling: IL-1-beta AlphaLISA Primary Screen; THP-1 LPS/ATP IL-1B secretion, AlphaLISA, 16 h; stronger effect = lower value; activity change, % at 57.5 µM; 360,000 tested, 4.7% active; in the data active = activity change below about -50%; inconclusive = mostly about -30% to -49%; also: % is scaled to controls: 0 for no effect and ±100 for the full control effect
#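 Secreted IL-1B measured by AlphaLISA bead assay after 16 h compound exposure of THP-1 cells; compounds (final up to 57.5 uM) added 1 h before LPS (250 ng/mL) and ATP (1.25 mM) stimulation; lower signal means less secretion.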
# ATXN2 expr inh: Primary qHTS for Inhibitors of ATXN expression | HEK-293 ATXN2-luciferase reporter, luminescence, 24 h | Potency, µM (series often up to 57 µM), without a hit: at the highest dose activity change, negative = inhibition, usual class: inhibitors | 360,000 tested, 0.72% active; also: potency is read from the fitted curve at half-maximal effect; % is scaled to controls: 0 for no effect and ±100 for the full control effect; nearly all actives have a fitted effect of over 55% in size
#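 qHTS (up to 57 uM final) was run with 24 h compound exposure of reporter cells at 37 °C. Each well was multiplexed: SteadyGlo luminescence measured ATXN2-luciferase expression after a fluorogenic Gly-Phe-AFC viability readout (25 uM final).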
# Starred values were filed as active, the others as inactive; i = inactive; ? = inconclusive; · = no result given; [ ] = dose if it differs, or a comment. Unless noted, calls follow the shape of the dose curve; as a rule, active = well fitted curve in the direction sought with a large enough effect; inconclusive = small, poorly fitted or top-dose-only effect, or another doubt; inactive = no such curve, though single readings can be large; an effect the other way counts as inactive or inconclusive.
# Under each structure: HT1080-NT tox, HT1080 IDH1KD tx, HepG2 viability, ATXN viability, SW480 rereplic, KB-3-1 tox, MCF10A rereplic, IL1B secr inh, ATXN2 expr inh
- CCOC(=O)C1=C(C)N=c2s/c(=C/c3ccc(OCC(=O)O)cc3)c(=O)n2C1c1cc(OC)c(OC)c(OC)c1 (stereo unspecified)
→ -0.7%, 1.2%, -11.1%, ?, -11.8%, -6.0%, 1.9%, -8.8, -17.9%
- COc1ccc(NC(=O)CSc2ccc(-c3ccco3)nn2)cc1OC
→ -9.7%, 0.0%, 6.4%, i, -21.5%, 8.6%, -16.1%, i, -8.0%
- CC(c1ccccc1F)n1cc(C(=O)NCc2ccncc2)nn1 (stereo unspecified)
→ 7.8%, 7.1%, 10.4%, i, -3.1%, 26.6%, -6.2%, 3.3, 2.5%
- Cn1c(=O)[nH]c(=O)c2c1nc(Br)n2CCC(=O)c1ccccc1
→ 5.0%, 12.2%, -4.4%, i, -5.0%, 21.6%, -12.8%, 13.0, 1.0%
- COc1cccc(-n2nnc3c(=O)n(Cc4c(F)cccc4Cl)cnc32)c1
→ 11.4%, 10.5%, 3.9%, i, -0.5%, 2.7%, ?, -7.6, 6.2%
- O=[N+]([O-])c1ccc(Cl)c(S(=O)(=O)Nc2ccc(S(=O)(=O)N3CCOCC3)cc2)c1
→ 0.5%, -3.9%, 0.5%, i, -0.7%, 4.7%, -0.3%, 10.7, -12.9%
- O=C(Nc1cc(Cl)ccc1Cl)C1CC(=O)N(c2ccc(Br)cc2)C1 (stereo unspecified)
→ -4.1%, 4.4%, -11.4%, i, 3.1%, -3.0%, 4.8%, -23.6, -25.1%
- O=C(COc1ccc(Br)cc1)Nc1ccc(-c2nnc(-c3ccco3)o2)cc1
→ 5.6%, -1.0%, 3.5%, i, 0.5%, 28.5%, -1.0%, 20.9, 13.2%
- COc1ccc(Cl)cc1NC(=O)Cn1c(=O)n(CCC(=O)NCc2ccc3c(c2)OCO3)c(=O)c2ccccc21
→ ·, ·, -4.3%, ?, ·, 4.9%, ·, ·, -11.4%
- COc1ccc(C2OC(=O)CC2C(=O)NCc2ccc(F)cc2)cc1OC (stereo unspecified)
→ -12.9%, -0.1%, -2.2%, i, 1.9%, 2.0%, ?, -9.9, -7.8%
- CN1c2ccccc2C(=O)NC1c1ccc(Cl)cc1 (stereo unspecified)
→ 13.4%, 0.0%, -38.8%, i, 37.5%, -1.3%, 1.6%, 12.2, ·
- COc1ccc(OC)c(/C=N/NC(=O)Cn2ccnc2C)c1
→ 3.3%, 1.7%, 10.8%, i, -2.9%, 2.9%, 3.1%, 0.0, -4.6%
- O=S(=O)(c1ccccc1)c1nc(-c2ccccc2)oc1N1CCN(c2cccc(Cl)c2)CC1
→ ·, ·, 1.8%, i, ·, 5.0%, ·, ·, -7.5%
- CNS(=O)(=O)c1ccc(C)c(S(=O)(=O)NC)c1
→ 2.8%, 7.5%, -2.0%, i, -83.5%[inhibitor], ?, -3.4%, 22.5, 10.6%
- CCOc1ccc(S(=O)(=O)NCc2cccs2)cc1C(C)C
→ -3.0%, -8.3%, -46.3%, i, -1.8%, -10.6%, ?, -15.8, -9.6%
- Cc1cc(NC(=O)c2ccc(-c3ccccc3F)o2)no1
→ 16.2%, 15.8%, -5.2%, i, -25.1%, 0.8%, ?, -6.9, 24.8%
- Cc1ccc(-c2csc3ncnc(N4CCN(S(=O)(=O)c5ccc(C#N)cc5)CC4)c23)cc1
→ 11.7%, 13.1%, 1.7%, i, ·, 2.5%, ·, 7.4, ·
- Cc1cccc(NC(=O)CSc2nc(C3CCCC3)nc3c2c(=O)n(C)c(=O)n3C)c1C
→ ·, ·, -1.4%, i, ·, 2.8%, ·, ·, 14.4%
- CN(Cc1ccsc1)C(=O)CCc1nnc(CCCc2ccccc2)o1
→ 7.8%, 7.6%, 2.7%, ·, -2.3%, 0.1%, -0.2%, -3.4, ·
- CNC(=O)/C(C#N)=C/c1ccc(-c2ccc(OC)cc2[N+](=O)[O-])o1
→ 0.6%, -7.2%, -13.4%, i, -9.7%, 1.9%, 1.1%, -4.5, 41.3%[activator]
- O=c1cc(-c2ccccc2)[nH]c2nc3ccccc3n12
→ ?, ?, -61.0%, ?, 10.3µM*, ?, 6.51µM*, 14.8, -24.4%
- S=C(NC1CCCCC1)N1CCOCCOCCN(C(=S)NC2CCCCC2)CCOCC1
→ 2.1%, 13.7%, -5.3%, i, -1.2%, 8.7%, -23.0%, ·, -7.0%
- CCCSC1=C(C#N)C(c2ccccc2OCC)CC(=O)N1 (stereo unspecified)
→ 10.4%, -0.1%, -25.7%, i, 6.8%, 9.6%, 1.2%, -4.0, -2.1%
- Cc1ccn2cc(CSc3ccccc3)nc2c1
→ -1.0%, -9.4%, -24.0%, i, -4.7%, -13.3%, 3.1%, -4.4, 10.3%
- O=C(O)/C(=C\c1ccc(Cl)cc1)c1ccc(S(=O)(=O)N2CCCC2)s1
→ -2.9%, -3.2%, 2.9%, i, 4.4%, 14.0%, 10.3%, 23.0, -10.2%
- CC(C)(C)c1ccc(C(=O)NNC(=O)CNC(=O)c2cccs2)cc1
→ 0.2%, 12.2%, 0.1%, i, 1.0%, -9.8%, -3.2%, 7.5, 22.9%
- CC(C)Cn1c(SCC(=O)Nc2ccc(Cl)cc2F)nc(O)cc1=O
→ -3.8%, -4.5%, -9.3%, i, ?, -2.5%, 4.3%, -5.4, -17.2%
- Cc1cc(C)c2nc(SCC(=O)NC(=O)c3cccn3C)cc(C)c2c1
→ -7.5%, -7.7%, 1.9%, i, -3.7%, -5.3%, 14.7%, 0.0, 21.2%
- O=C(CN1CCC(C(O)(c2ccccc2)c2ccccc2)CC1)Nc1ccccc1
→ ?, ?, -50.8%, ?, -2.9%, -8.8%, -4.3%, -54.7*, -35.5%
- Cc1ccc(-n2c(-c3ccccc3)c[n+]3c2CCC3)cc1
→ ?, 5.8µM*, -13.6%, ?, 1.5%, 3.66µM*, 12.1%, -73.1*, -2.0%[11.3 µM]

# Random excerpt: two compounds from above, in no set order.
# Under each structure: HT1080-NT tox, HT1080 IDH1KD tx, HepG2 viability, ATXN viability, SW480 rereplic, KB-3-1 tox, MCF10A rereplic, IL1B secr inh, ATXN2 expr inh
- Cc1cccc(NC(=O)CSc2nc(C3CCCC3)nc3c2c(=O)n(C)c(=O)n3C)c1C
→ ·, ·, -1.4%, i, ·, 2.8%, ·, ·, 14.4%
- CCOc1ccc(S(=O)(=O)NCc2cccs2)cc1C(C)C
→ -3.0%, -8.3%, -46.3%, i, -1.8%, -10.6%, ?, -15.8, -9.6%

# Following part.
# Under each structure: HT1080-NT tox, HT1080 IDH1KD tx, HepG2 viability, ATXN viability, SW480 rereplic, KB-3-1 tox, MCF10A rereplic, IL1B secr inh, ATXN2 expr inh
- CCCCNC(=O)C1C2C=CC3(CN(Cc4ccc(C)cc4)C(=O)C13)O2 (stereo unspecified)
→ 16.2%, 10.8%, 5.3%, i, -17.6%, -0.5%, 0.0%, 43.0, -3.9%
- Cc1cc(C)n(C(=O)c2cccc(S(=O)(=O)N3CCOCC3)c2)n1
→ 4.9%, 10.5%, -5.3%, i, -0.6%, 5.7%, 0.1%, -16.8, -23.6%
- C#CCn1cc(Cl)cc(C(=O)Nc2ccccc2)c1=O
→ -0.8%, -0.2%, -7.9%, i, -2.9%, -10.7%, -1.3%, 6.0, ·
- CCOC(=O)c1ccccc1NC(=O)COC(=O)CCNS(=O)(=O)c1ccc(C)c(C)c1
→ 0.3%, 0.7%, -30.2%, i, -3.5%, -5.5%, 1.8%, 7.6, 3.3%
- Cc1noc(/C=C/N(C)C)c1S(=O)(=O)N1CCCC(C(=O)NCCC2=CCCCC2)C1 (stereo unspecified)
→ -3.7%, -0.8%, -21.0%, i, 1.9%, 0.7%, ?, -28.1, -20.1%
- Cc1ccc(S(=O)(=O)N(C)Cc2ccc(C(=O)N/N=C/c3ccc(OC(F)F)cc3OC(F)F)cc2)cc1
→ 5.2%, -26.6%, -3.5%, i, -3.4%, ?, -12.2%, 6.9, -16.6%
- Cc1ccc2nc(C)cc(N/N=C/c3ccccc3O)c2c1
→ -3.0%, 1.9%, -26.9%, i, -5.3%, -1.7%, -11.9%, -17.8, ·
- COc1ccccc1NS(=O)(=O)c1cc(NC(=O)COc2ccccc2F)ccc1N1CCOCC1
→ 2.8%, 1.7%, 6.9%, ?, -0.3%, 11.4%, 0.0%, -6.6, 0.5%
- COCCN1CN=C(Nc2nc3ccccc3o2)NC1
→ 12.8%, 2.1%, -1.2%, i, -3.0%, 18.6%, 2.3%, 14.0, 36.7%
- Cc1ccc(C(c2ccc(C)o2)c2cccc([N+](=O)[O-])c2O)o1
→ 5.0%, 2.2%, -25.7%, i, -2.5%, 0.4%, ?, -27.2, -10.8%
- COc1cc(/C=N/NC(=O)CCc2ccccc2)ccc1O
→ 1.4%, -2.4%, -5.1%, i, 0.0%, 6.4%, -3.2%, 22.1, -1.4%
- COc1ccc(-c2ccccc2NC(=O)C2CCCN(Cc3ccc(C)o3)C2)cc1 (stereo unspecified)
→ -1.0%, -8.3%, -22.4%, i, 13.2%, ·, 19.9%, -7.1, -2.5%
- Cc1ccc(S(=O)(=O)NCc2nc3ccccc3c(=O)n2N)cc1
→ -5.9%, 11.0%, -11.7%, i, -3.4%, -3.4%, ?, 17.6, -5.3%
- CC(C)[C@H](N)C(=O)NC[C@H]1O[C@@H](n2cnc3c(N)ncnc32)[C@H](O)[C@@H]1O
→ 7.6%, 7.0%, -3.8%, i, -22.2%, 16.2%, 20.3%, 1.0, -2.6%
